Screening data (PubChem BioAssay)
aSyn rescue = alpha-synuclein toxicity inhibition in yeast; Potency, µM (series often up to 46.1 µM), for inactives: at the top dose growth rescue (activation), hits mostly activators; AID 652106; actives 0.14% (n = 370,000); Yeast expressing alpha-synuclein, growth rescue, BacTiter-Glo, 24 h; further: potency means the concentration at half of the fitted maximal effect; % of control where 0% means no effect; nearly all actives have a fitted effect of over 65% in size
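Galactose-induced alpha-syn yeast (OD600=0.02, raffinose-pregrown) + pinned cpd, 24 hr, 30 deg C; growth by BacTiter-Glo luminescence. Growth restoration scores as activation.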
GLP-1R agonist = activates the human GLP-1 receptor; Potency, µM (top dose mostly 45.6 µM), inactives show at the top dose activation, usual class: activators; actives 0.007% (n = 380,000); HEK293 GLP-1R CRE-luciferase, luminescence, 4-6 h; cells express a hypersensitive GLP-1R form; P43220; further: potency means the concentration at half of the fitted maximal effect; % of control where 0% means no effect
Target sequence (P43220 whole entry, looked up): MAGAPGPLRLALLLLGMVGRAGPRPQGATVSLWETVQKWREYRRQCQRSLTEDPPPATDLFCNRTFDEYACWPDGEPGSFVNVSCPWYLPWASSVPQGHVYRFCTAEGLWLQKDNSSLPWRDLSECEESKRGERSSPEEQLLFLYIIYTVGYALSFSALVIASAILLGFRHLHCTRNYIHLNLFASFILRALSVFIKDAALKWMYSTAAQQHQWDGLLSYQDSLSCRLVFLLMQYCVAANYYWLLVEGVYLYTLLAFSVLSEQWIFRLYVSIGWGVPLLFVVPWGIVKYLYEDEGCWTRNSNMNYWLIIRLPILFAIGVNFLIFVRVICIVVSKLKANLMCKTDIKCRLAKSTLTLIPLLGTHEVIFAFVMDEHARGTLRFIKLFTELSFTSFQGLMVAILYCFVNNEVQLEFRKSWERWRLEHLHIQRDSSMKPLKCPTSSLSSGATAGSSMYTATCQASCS
HEK293 tox = cytotoxicity in counter-screen for GLP-1R inverse agonists; actives 0.13% (n = 410,000); Potency, µM (highest dose often 38.3 µM), for inactives: at the top dose activity change, negative = inhibition, most hits filed as inhibitors; AID 624418; HEK293 cAMP-luciferase reporter cells, luminescence, 24 h;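 further: loss of luciferase light is scored as toxicity; potency means the concentration at half of the fitted maximal effect; on the % scale 0 is the no-effect control and ±100 the full control effect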
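Cells in DMEM/10% Nu serum/1% pen-strep, 1536-well format. Pre-incubated 12 h, dosed with 23 nL compound, incubated a further 24 h. Luciferase detection, 12 min at room temp, luminescence.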
TDP-43 yeast inh = rescues yeast growth from TDP-43 toxicity | TDP-43 expressing yeast growth rescue, BacTiter-Glo, 24 h | Potency, µM (doses to about 46.1 µM), for inactives: at the highest dose growth rescue (activation), most hits filed as activators | actives 1.8% (n = 410,000) | AID 652104; further: potency means the concentration at half of the fitted maximal effect; % of control where 0% means no effect; nearly all actives have a fitted effect of over 50% in size
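Yeast expressing TDP-43 (pregrown in raffinose, seeded at OD600=0.02 in galactose medium) exposed to compounds 24 hr at 30 deg C. Growth read by BacTiter-Glo luminescence; rescue of toxicity appears as increased signal.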
KB-V1 MDR tox = kills drug-selected multidrug resistant KB-V1 cells; KB-V1 MDR cells viability, CellTiter-Glo, 72 h; Potency, µM (doses to about 46.1 µM), without a hit: top-dose activity change, negative = cytotoxicity, most hits filed as cytotoxic; actives 3.4% (n = 400,000); AID 1347076; further: potency means the concentration at half of the fitted maximal effect; on the % scale 0 is the no-effect control and ±100 the full control effect; nearly all actives have a fitted effect of over 60% in size
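Cytotoxicity toward P-gp-expressing KB-V1 cells was determined as loss of CellTiter-Glo luminescence after 72 h at 37 degrees C. Compounds were tested in quantitative HTS format across a concentration range, with curves fitted to normalized data.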
GLP1R inv ag = inverse agonists of human GLP-1 receptor. HEK293 GLP-1R CRE-luciferase, luminescence, 24 h; GLP-1R form is constitutively active. actives 1.6% (n = 410,000). AID 624417. Potency, µM (top dose mostly 38.3 µM), inactives show at the top dose activity change, negative = inhibition, most hits filed as inhibitors. P43220; further: potency means the concentration at half of the fitted maximal effect; on the % scale 0 is the no-effect control and ±100 the full control effect; nearly all actives have a fitted effect of over 55% in size
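HEK293 cells stably co-expressing constitutively active GLP-1R and a cAMP-responsive luciferase reporter were seeded in DMEM with 10% Nu serum, given compounds after 12 h, and incubated 24 h at 37 deg C. Luminescence was then read.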
PTHR1 ag = agonists of human PTHR1 parathyroid hormone receptor; Q03431; HEK293 GP2 PTHR1 cells, GloSensor cAMP luminescence, 1 h; Potency, µM (titrated, usually from 115 µM), for inactives: at the top dose activation, usual class: activators; actives 0.075% (n = 410,000); AID 743266; further: potency means the concentration at half of the fitted maximal effect; nearly all actives have a fitted effect of over 55% in size; some results filed as inactive show a strong effect at the top dose; inactives centre near -15; many of its hits are not listed in these tables
Target sequence (Q03431 whole entry, looked up): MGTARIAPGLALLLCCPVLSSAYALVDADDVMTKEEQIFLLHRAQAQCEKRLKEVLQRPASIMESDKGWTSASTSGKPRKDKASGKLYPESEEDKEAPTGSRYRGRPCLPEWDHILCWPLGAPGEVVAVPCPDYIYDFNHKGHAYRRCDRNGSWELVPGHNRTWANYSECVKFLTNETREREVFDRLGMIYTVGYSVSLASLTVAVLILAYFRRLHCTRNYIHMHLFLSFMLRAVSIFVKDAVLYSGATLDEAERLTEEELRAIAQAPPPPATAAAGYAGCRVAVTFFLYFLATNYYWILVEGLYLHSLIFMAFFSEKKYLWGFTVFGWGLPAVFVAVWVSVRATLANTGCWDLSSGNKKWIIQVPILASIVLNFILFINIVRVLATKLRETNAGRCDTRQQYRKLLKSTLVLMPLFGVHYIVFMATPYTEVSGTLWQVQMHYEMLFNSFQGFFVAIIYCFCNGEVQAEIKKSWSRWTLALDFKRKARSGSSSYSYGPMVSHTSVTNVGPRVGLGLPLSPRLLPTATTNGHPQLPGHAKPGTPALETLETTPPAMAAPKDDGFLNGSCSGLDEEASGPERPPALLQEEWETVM
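HEK-293-derived GP2 cells expressing PTHR1 and a GloSensor cAMP reporter, 3,000/well, plated overnight, given luciferin plus IBMX (each 0.5 mM as added) for 1 h at 37 °C, then compound for 1 h at 37 °C. Luminescence was read after 15 min at room temperature.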
D3 ag = activates the human D3 dopamine receptor | max activation, % | P35462 | D3R DiscoveRx beta-arrestin cells, luminescence, 90 min | actives 0.58% (n = 410,000); in the data active means max activation above about 30%; further: 0% is about no effect; mostly tested at two doses, the higher about 12 µM
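Agonist-mode cell screen: cells plated at 1500/well and incubated overnight at 37 °C, then exposed to library compounds for 90 min at 37 °C. Detection reagent was added for 30–60 min at room temperature, and luminescence was read.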
D3 antag = antagonists of human D3 dopamine receptor | P35462 | D3R cells, DiscoveRx beta-arrestin luminescence, antagonist mode; active compounds read low | max response, negative = inhibition, % | actives 2.5% (n = 360,000) | AID 652054; in the data active means max response below about -50%; inconclusive means no clear call, values can overlap the other calls; further: on the % scale 0 is the no-effect control and ±100 the full control effect; mostly tested at two doses, the higher about 12 µM
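Cells plated overnight at 1500 cells/well, then exposed to library compounds with dopamine controls for 90 minutes at 37 degrees C. DiscoveRx reagent added for 30–60 minutes at room temperature; luminescence read, quantitative HTS format.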
The depositor's hits bear a star; i = inactive; ? = inconclusive; nt = not tested or not shown; & = joins results of further samples; ! = a repeat was not active; [ ] = remark or other dose. Unless noted, the call rests on the fitted dose curve; in most records, active means well fitted curve in the direction sought with a large enough effect; inconclusive means small, poorly fitted or top-dose-only effect, or another doubt; inactive means no such curve, though single readings can be large; an effect the other way counts as inactive or inconclusive. Some of the compounds tested; the hit share may differ from the screen's.

Start of the listing, in advance (4 entries):
SMILES | aSyn rescue | GLP-1R agonist | HEK293 tox | TDP-43 yeast inh | KB-V1 MDR tox | GLP1R inv ag | PTHR1 ag | D3 ag | D3 antag
CC[C@@H]1Cc2[nH][nH]c(=O)c2[C@H](c2ccc(Cl)cc2)O1 | ? | -3% | 1% | ? | -8% | 21% | 17% | -11 | 0
COc1cc(C(=S)N2CCCC2)ccc1OS(=O)(=O)c1ccc(NC(C)=O)cc1 | 0% | 2% | 3% | 13% | -1% | -20% | -24% | 1 | 0
O=C(O)CCn1cc(/C=C2\NC(=S)N(c3ccccc3)C2=O)c(-c2ccc(Br)cc2)n1 | 0% | 5% | -14% | 9% | 5% | 4% | -26% | 3 | -4
CCc1nnc(NC(=O)c2oc3ccc(Br)cc3c2C)s1 | -2% | 28% | 7% | -2% | -18% | 9% | -5% | 1 | -6

The list itself, repeating the preview:
SMILES | aSyn rescue | GLP-1R agonist | HEK293 tox | TDP-43 yeast inh | KB-V1 MDR tox | GLP1R inv ag | PTHR1 ag | D3 ag | D3 antag
CC[C@@H]1Cc2[nH][nH]c(=O)c2[C@H](c2ccc(Cl)cc2)O1 | ? | -3% | 1% | ? | -8% | 21% | 17% | -11 | 0
COc1cc(C(=S)N2CCCC2)ccc1OS(=O)(=O)c1ccc(NC(C)=O)cc1 | 0% | 2% | 3% | 13% | -1% | -20% | -24% | 1 | 0
O=C(O)CCn1cc(/C=C2\NC(=S)N(c3ccccc3)C2=O)c(-c2ccc(Br)cc2)n1 | 0% | 5% | -14% | 9% | 5% | 4% | -26% | 3 | -4
CCc1nnc(NC(=O)c2oc3ccc(Br)cc3c2C)s1 | -2% | 28% | 7% | -2% | -18% | 9% | -5% | 1 | -6
Cc1ccccc1C(=O)c1cccn1CC(=O)N1CCCCC1 | 9% | 11% | -1% | 9% | 6% | -16% | -6% | 5 | 2
O=c1[nH]c2ccc(Br)cc2c(-c2ccccc2)c1CN1CCOCC1 | -5% | 15% | 2% | 4% | -25% | -29% | ? | -11 | ?
CC1=CCP(=O)(c2ccccc2)C1 (stereo not given) | -5% | 7% | 9% | -2% | 1% | 0% | -15%[57.5 µM] | 1 | 11
O=C(CCCl)N(Cc1nc2ccccc2c(=O)[nH]1)Cc1cccs1 | 0% | -2% | 3%[7.66 µM] | 2% | -25% | 0%[7.66 µM] | -23% | 6 | 1
CCC(C)c1ccc(NC(=O)c2cccs2)cc1 (stereo not given) | -33%[inhibitor] | -1% | -7% | 1% | -15% | -40% | -22%[57.5 µM] | -3 | 15
Cc1ccc(NC(=O)COC(=O)c2ccc(OCc3c(C)noc3C)cc2)cc1S(=O)(=O)N1CCOCC1 | 2% | -1% | -7% | 13% | 25% | 26% | i | 2 | 13
Cc1ccc(S(=O)(=O)N(C)Cc2cc3ccccc3[nH]c2=O)cc1 | 3% | 18% | -12% | 3% | -18% | 0% | -84%[inhibitor] | -5 | ?
CCC(Oc1ccccc1)C(=O)Nc1ccccn1 (stereo not given) | 2% | -12% | 6% | -16% | -1% | -16% | -12% | 0 | 8
CCN(CC)c1cc2c(cc1F)c(=O)c(S(=O)(=O)c1ccccc1)cn2C | nt | nt | -11% | 24%[9.22 µM] | 0% | 6% | i | 2 | nt
CC1(C)CC2(CCO1)C(Nc1ccccc1)=NC(=S)N2c1ccccc1 (stereo not given) | -3% | 2% | -3% | 8% | -2% | -26% | i | -17 | -23
COc1ccc(NC(=O)CCC(=O)N/N=C/c2ccc([N+](=O)[O-])s2)cc1 | -62%[inhibitor] | -10% | ? | -95%[inhibitor] | ? | -16% | -41%[inhibitor] | -12 | ?
CC(C)[C@H](NC(N)=O)C(=O)Nc1ccc(OCc2ccccc2)cc1 | 1% | 0% | -5% | 14%[9.22 µM] | -4% | 4% | -2% | 9 | 0
CN1CCN(CP(=O)(N2CCOCC2)N2CCOCC2)CC1 | -3% | -9% | -2% | -9% | 23% | -2% | i | 1 | -5
Cc1ccc(CNc2nc(N)c([N+](=O)[O-])c(Nc3ccc(F)cc3)n2)cc1 | -2% | 4% | 5% | 7% | -18% | 8% | i | 11 | 11
Cc1nnc(NC(=O)c2ccc3c(c2)C(=O)N(CC2CCCO2)C3=O)s1 (stereo not given) | -10% | 0% | 3% | -6% | -5% | 1% | -2%[57.5 µM] | -3 | 14
CC1(C(=O)Nc2ccc(Cl)c(Cl)c2)CCN1Cc1ccccc1OC(F)F (stereo not given) | -36%[inhibitor] | 5% | 1% | 22µM* | -15% | ? | -10% | 5 | 92
Cc1cc(=O)cc(C)n1-c1ccc(Br)cc1 | -2% | 2% | 0% | 0% | -4% | -5% | ? | -4 | 3
CCOCCCNC(=O)c1ccc(-n2c(-c3ccccc3)cc3c2CCCCC3)cc1 | nt | nt | 2% | 9% | nt | 0% | -2% | -3 | nt
CC(=O)c1cccc(NCC(=O)c2ccc(C)c([N+](=O)[O-])c2)c1 | -2% | 5% | -7% | -1% | -10% | -7% | i | 1 | 32
COc1ccccc1NC(=O)COc1ccc(-c2nn(C)c(=O)c3ccccc23)cc1 | 0% | 28%&-2% | 2%&6% | 22µM*! | 18µM*! | 29%&9% | -59%&-52%[inhibitor] | 4&15 | 10
O=C(O)c1cccc(-n2c(/C=C/c3cccc([N+](=O)[O-])c3)nc3ccccc3c2=O)c1 | 3% | 10% | -8% | -5% | 23% | 0% | -79%[inhibitor] | 3 | -6

One compound at a time (already shown). Values in the order: aSyn rescue | GLP-1R agonist | HEK293 tox | TDP-43 yeast inh | KB-V1 MDR tox | GLP1R inv ag | PTHR1 ag | D3 ag | D3 antag
`CC1=CCP(=O)(c2ccccc2)C1` (stereo not given) as listed: -5% | 7% | 9% | -2% | 1% | 0% | -15%[57.5 µM] | 1 | 11
`CC(=O)c1cccc(NCC(=O)c2ccc(C)c([N+](=O)[O-])c2)c1` as listed: -2% | 5% | -7% | -1% | -10% | -7% | i | 1 | 32

Further results:
SMILES | aSyn rescue | GLP-1R agonist | HEK293 tox | TDP-43 yeast inh | KB-V1 MDR tox | GLP1R inv ag | PTHR1 ag | D3 ag | D3 antag
O=C(CSc1nnc(Cc2ccccc2)o1)Nc1ccc(N2CCOCC2)cc1 | 4% | 0% | -11% | 11% | -7% | 26% | -24% | -1 | 5
COc1ccc(NC(=O)COC(=O)CN2C(=O)C3CCCCC3C2=O)cc1 (stereo not given) | -4% | 3% | 8% | 8% | ? | 5% | i | 2 | 16
CCNC(=O)C1(C)CCN1CCC(=O)c1ccc(Br)cc1 (stereo not given) | -1% | -7% | 4% | 1% | -3% | 10% | -24% | 73* | 0
O=[N+]([O-])c1cc2c(cc1CN1CCN(c3ccccc3F)CC1)OCO2 | 4% | 7% | 5% | 10% | 1% | ? | -18% | -26 | -52*
COCCn1c(SCC(=O)N2CC(=O)Nc3ccccc32)nc2ccccc21 | -1% | -3% | 1% | -9% | 5% | 3% | i | 3 | 17
CCCCc1ccc(NC(=O)CSc2nc(=O)n(CCCN3CCOCC3)c3c2CCC3)cc1 | -3% | 5% | ? | -23% | -5% | ? | -26% | -12 | -11
Cc1nc2ccccn2c1C(=O)NNC(=S)Nc1ccc(Cl)cc1 | -24% | 0% | 18%[1.53 µM] | 4% | ? | 18% | -13% | -8 | -23
COc1ccc(OC)c(S(=O)(=O)N(C)CC(=O)Nc2ccc3c(c2)OCO3)c1 | 3% | 1% | -6% | -2% | -4% | 0% | -17%[57.5 µM] | 5 | ?
Cc1ccc(C)c(CS(=O)(=O)c2cn(CC(=O)N3CCCCC3)c3ccccc23)c1 | 3% | -1% | 3% | -1% | ? | 3% | i | 5 | 20
CC(C)NC(=O)CSc1nc(-c2cccs2)cc(-c2ccccc2)c1C#N | 1% | -1% | -11% | -15% | -17% | 0% | i | 8 | 14
CCc1nnc(NC(=O)CC(=O)Nc2ccccc2C(=O)O)s1 | 0% | -11% | 5% | -11% | 19% | 0% | -37%[inhibitor][57.5 µM] | 3 | 17
CCOC(=O)C1=C(CC)OC(N)=C(C#N)C1c1ccc(NC(C)=O)cc1 (stereo not given) | 0% | -3% | -6% | 18% | -2% | 4% | -19% | -3 | -1
CC(C)C1Nc2ccc(C(=O)NC3CCCCC3)cc2NC1=O (stereo not given) | 0% | 8% | ? | 13% | 0% | -5% | i | -3 | 9
CCOc1ccc(CCNC(=O)C2CC(=O)N(Cc3ccc(C)cc3)C2)cc1OCC (stereo not given) | 3% | 1% | 2% | 3% | ? | -3% | -16% | 3 | 12
CCOc1ccc(-n2c(-c3ccc(Cl)cc3)c[n+]3c2SCC3)cc1 | 3% | 5% | -16% | -9%[0.397 µM] | 17% | -32% | -25% | 1 | 12
CCN(CC(=O)Nc1ccc([N+](=O)[O-])cc1OC)CC(=O)NC(C)(C)C | 0% | 7% | 5% | -24% | 0% | ? | i | 4 | -14
Cc1cccc(CS(=O)(=O)c2ncc(Cl)c(C(=O)Nc3c(C)cccc3C)n2)c1 | 2% | -6% | ? | ? | ? | ? | -23% | -24 | -100*
O=C(CSc1cn(CCNC(=O)c2ccccc2)c2ccccc12)NCC1CCCO1 (stereo not given) | -2% | 1% | -5% | 11% | -2% | ? | -6% | 13 | 23
COc1cccc(N2CCN(C(=O)CNC(=O)c3sc4ccccc4c3Cl)CC2)c1 | -2% | -1% | ? | 4% | ? | 0% | i | 5 | 7
O=C(NC1CC(=O)N(c2cccc(F)c2)C1)c1ccc(S(=O)(=O)N2CCCCC2)cc1 (stereo not given) | nt | nt | 4% | 6% | nt | -8% | i | 3 | nt
